CF NFkB block – blocks PAF-induced NF-kB reporter in cystic fibrosis cells | KKLEB NF-kB-GFP reporter, GFP fluorescence overnight | inhibition, % at 5 µM | 0.86% of 360,000 active;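 active means at least 50% inhibition at 5 µM, scaled per plate between neutral and stimulator controls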;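 further: PAF is a Pseudomonas aeruginosa culture filtrate used as stimulus; plate controls were PAF-stimulated DMSO wells for no effect and unstimulated DMSO wells for full effect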
Peg3 prom inh – inhibitors of Peg3 promoter. HeLa PEG-Prom luciferase reporter, luminescence, overnight. 1.7% of 360,000 active. AID 588405. inhibition, % at 20 µM;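 active means inhibition of at least 50% at 20 µM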
aDG glyco up – increases alpha dystroglycan glycosylation; 0.22% of 360,000 active; Pro5-aDG cells, alpha-DG glycosylation AlphaScreen (IIH6); 0% Pro5, 100% B10-LARGE cell signal; activation, % at 10 µM;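 active means activation of at least 8% versus controls, or a plate z-score of at least 8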;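 further: Pro5 are CHO cells carrying HIG-tagged alpha-DG that lacks glycosylation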
HIF-2a inh – inhibitors of HIF-2a | 786-0 RCC cells HIF-2a reporter, luciferase luminescence, overnight | inhibition, % at 18.8 µM | 0.72% of 360,000 active;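 active means inhibition of the luminescence signal of 40% or more relative to plate controls, in a single-dose primary screen at 18.75 µM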
TWEAK-Fn14 inh – TWEAK-Fn14 signaling inhibition; inhibition, % at 10 µM; TWEAK-stimulated Fn14 reporter cells, luciferase luminescence, 8 h; 2% of 360,000 active; AID 1159606; in the data active means inhibition above about 50%
KKLEB tox – counter-screen for CF NF-kB inhibitors: cytotoxicity | KKLEB CF airway cells viability, ATPlite luminescence, overnight; active compounds read low; cells stimulated with P. aeruginosa culture filtrate | activity change (cytotoxicity), % at 5 µM | 0.36% of 360,000 active | AID 602141;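 active means corrected activity change at or below -50% at 5 µM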
NR2E3 ag-1 – activates human NR2E3 receptor; Q9Y5X4; CHO-S Gal4-NCOR/VP16-NR2E3 two-hybrid, luciferase; inhibition of corepressor binding, % at 3.98 µM; 0.35% of 360,000 active; AID 602229;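 active means inhibition above the mean of all tested compounds plus 3 SD, cut at about 70% in these data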;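 further: 0% = DMSO with NR2E3 transfected cells and 100% = cells lacking NR2E3 construct; higher means lower luciferase signal from less NR2E3 corepressor binding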
Target sequence (Q9Y5X4 whole entry, looked up, the tested form may be a part): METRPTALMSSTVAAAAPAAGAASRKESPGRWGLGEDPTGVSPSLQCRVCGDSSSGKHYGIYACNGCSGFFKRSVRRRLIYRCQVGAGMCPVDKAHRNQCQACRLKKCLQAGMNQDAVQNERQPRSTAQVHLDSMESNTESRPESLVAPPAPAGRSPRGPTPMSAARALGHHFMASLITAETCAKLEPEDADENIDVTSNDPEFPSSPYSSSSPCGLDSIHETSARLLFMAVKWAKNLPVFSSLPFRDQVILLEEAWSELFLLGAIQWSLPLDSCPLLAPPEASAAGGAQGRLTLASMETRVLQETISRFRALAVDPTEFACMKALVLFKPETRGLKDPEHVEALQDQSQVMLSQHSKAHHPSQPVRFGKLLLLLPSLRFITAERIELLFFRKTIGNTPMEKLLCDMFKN
NR2E3 ag-2 – agonists of human nuclear receptor NR2E3. AID 2300. GST-NR2E3/biotin-RetCOR TR-FRET, 1536-well. inhibition of corepressor binding, % at 4.78 µM. 0.12% of 320,000 active;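 active means percent inhibition above the cutoff of mean plus 3 SD of all tested compounds, set per screening campaign, cut at about 20% in these data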;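 further: 0% = DMSO wells and 100% = biotin wells as full block of FRET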
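Material: NR2E3–RetCOR corepressor complex / Incubation: Compound–protein incubation for 5 h at 4 °C / Dosing: compound at 4.8 µM, single dose / Detection: time-resolved FRET / Benchmarks: high control biotin, low control 0.6% DMSO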
hiPSC survival – enhancers of human iPSC single-cell survival; AID 602274; survival enhancement, % at 20 µM; hiPSC single-cell survival, ATPlite luminescence; 100% = ROCK inhibitor wells, 0% = DMSO; 0.044% of 360,000 active; in the data active means survival enhancement above about 18%;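 further: cells exposed to compounds for 16 hours before the ATP read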
TRPM1 prom inh – MITF TRPM1 promoter inhibition in SK-MEL-5 cells | SK-MEL-5 TRPM1 promoter luciferase, 24 h | inhibition, % at 12.5 µM | 0.83% of 330,000 active;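 active means mean inhibition across replicates of 60% or more, whatever share of single replicates reaches that level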; further: values of inactives mirror those of a sister screen read the other way
Shn3 inh set2 – Schnurri-3 reporter inhibition in Clone20 osteoblasts; Clone20 osteoblast Shn3 3'UTR firefly luciferase, 24 h; inhibition, % at 12.5 µM; 0.52% of 360,000 active; AID 588674;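 active means mean inhibition of at least 75% with every replicate also reaching 75%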;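 further: 0% = median of neutral control wells and 100% = pilot-screen positive control compound; some compounds past the cut are filed as inactive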
The depositor's hits bear a star; x = not tested or not shown.

SMILES	CF NFkB block	Peg3 prom inh	aDG glyco up	HIF-2a inh	TWEAK-Fn14 inh	KKLEB tox	NR2E3 ag-1	NR2E3 ag-2	hiPSC survival	TRPM1 prom inh	Shn3 inh set2
CCCCn1c(SCC(N)=O)nc2ccc(N3CCOCC3)cc2c1=O	0	2	0.0	9	3	-4	-18	-1	-3.6	1	-8
CC1(C)CC2CC(C)(CN2/C=C2/CCCCC2=O)C1 (centres undefined)	14	9	-0.1	14	7	2	0	4	-0.1	3	6
CC(C)(C)NC(=O)C(OC(=O)c1ccco1)c1ccc(Cl)cc1 (centres undefined)	-8	7	0.1	12	-4	-1	-6	-1	0.1	3	-2
CCOc1cc(CNCCO)c(Cl)cc1OCC(=O)NCCc1ccccc1	-9	-1	-0.3	8	1	2	-42	5	5.2	-6	4
NC(=O)C1CCN(CC(=O)Nc2ccc3c(c2)OCCO3)CC1	-29	-11	0.1	-8	8	16	-11	x	-1.7	-1	-5
O=C(OC1CC2CC1[C@H]1CCCCN1C2=O)N1CCCCC1 (some centres undefined)	x	x	0.0	4	-10	x	8	x	2.3	x	x
COc1ccc(CCn2c(C(C)C)nc3c(c(=O)c4ccccc4n3C)c2=O)cc1	6	42	0.0	18	-13	-12	10	6	-3.0	4	24
CCc1ccc(NC(=O)C2CCN(S(=O)(=O)c3ccc4c(c3)NC(=O)CO4)CC2)cc1	30	17	0.0	7	2	-22	-14	2	-0.3	14	5
Cc1ccc(C(=O)NNC(=O)c2ccc(NS(=O)(=O)c3cccs3)cc2)s1	17	-6	0.3	8	-4	5	-12	2	-0.4	-2	26
O=[N+]([O-])c1ccc(C2CCCC/C2=N/OCc2ccccc2F)c([N+](=O)[O-])c1 (centres undefined)	0	29	-0.5	21	2	1	-15	2	-0.3	-2	14
Cc1nn(Cc2ccccc2)c(=O)c2nn(-c3ccc(Cl)cc3)c(C)c12	11	21	-0.1	20	-4	13	11	5	-1.1	4	10
COCCCN1C(=O)c2ccc(C(=O)Nc3ccc(OC)cc3OC)cc2C1=O	-3	8	-0.2	6	-1	1	-26	1	-1.6	-1	-10
N/C(=N\c1nc2ccccc2o1)NC(=O)C(Cc1ccccc1)N1C(=O)c2ccccc2C1=O (centres undefined)	-6	8	0.4	2	32	4	-36	3	0.3	5	4
Cc1cn(-c2ccccc2)c(C)c1/C=N\Nc1nc(N2CCOCC2)nc(N2CCOCC2)n1	-4	2	-0.4	1	-3	12	23	-3	-1.5	-5	19
O=C(NCc1cccnc1)C1c2ccccc2C(=O)N1C1CCCCCC1 (centres undefined)	14	19	-0.1	-2	0	-11	-26	0	-0.9	-13	0
COC1=CC(=Cc2c(N)n3nc(CC(=O)N4CCCCC4)sc3nc2=O)C=C(OC)C1=O	-21	4	-0.2	7	10	5	-17	1	-0.4	8	-3
CC1CCCCC12NC(=O)N(CC(=O)OCC(=O)Nc1ccc(F)cc1[N+](=O)[O-])C2=O (centres undefined)	-11	8	0.2	12	-1	7	3	x	0.0	12	-1
Cc1cc(Br)ccc1SCC(=O)N1CCN(S(=O)(=O)c2ccccc2)CC1	-6	19	0.2	2	9	9	18	0	0.2	3	8
O=S(=O)([O-])CCC[n+]1c(SCCCS(=O)(=O)O)sc2ccc(Cl)cc21	2	7	0.1	20	9	6	-6	0	1.1	3	-4
c1nnc(NCNc2nncs2)s1	-10	-2	-0.1	-7	-4	-2	22	x	-2.4	x	17
O=C(O)CN(c1ccccc1[N+](=O)[O-])S(=O)(=O)c1ccccc1	11	10	0.1	15	-8	3	-12	4	1.3	5	-21
C=CCN=C(NC#N)SCCc1ccccc1	10	-43	-0.2	-80	-12	5	-26	3	-0.4	-13	6
CSC1=C(C#N)C(c2ccccc2Cl)C2=C(N1)c1ccccc1C2=O (centres undefined)	-10	13	-0.2	20	-22	0	-5	2	1.4	19	16
O=C(C[C@H]1C[C@H]2c3cc(NS(=O)(=O)c4ccc(F)cc4)ccc3O[C@H]2[C@H](CO)O1)NCc1ccncc1	1	-6	0.3	2	-24	-13	-25	x	1.8	x	-5
CN1c2ccccc2C2(C)CCCC3=Cc4cccc([N+](=O)[O-])c4OC312 (centres undefined)	30	-77	-0.1	15	50	-13	-16	2	-1.8	8	24
CC1C(=O)N(Cc2cn(CCC3OCCCO3)nn2)CCS(=O)(=O)N1Cc1ccc(-c2ccc(F)cc2)cc1 (centres undefined)	-5	17	-0.2	3	-2	9	2	x	3.4	x	16
O=C(C1CCCN(Cc2cccs2)C1)N1CCCCCC1 (centres undefined)	-22	11	-0.1	8	-2	8	-13	-2	1.6	5	-23
O=C1Nc2ccc([N+](=O)[O-])cc2OC1CCN1CCCC1 (centres undefined)	-4	-3	-0.4	13	0	-2	3	3	0.0	0	-3
c1ccc(-c2ccc(-c3[nH]ncc3CN3CCC(N4CCSCC4)CC3)cc2)cc1	14	-105	0.5	-133	-5	3	-47	0	0.8	-21	-27
C[C@]12C=CC(=O)C=C1CC[C@@H]1[C@@H]2C(=O)C[C@@]2(C)[C@H]1CC[C@]2(O)C(=O)COC(=O)CCC(=O)O	0	-23	-0.1	10	8	2	8	0	-0.6	-6	0
Cn1c(Oc2cccnc2CN2CCCC2)nc2cc(-c3cccc(C(F)(F)F)c3)sc2c1=O	-52	-56	0.1	-115	-24	13	3	x	-2.2	x	-31
O=C(Cn1cnc2c(cnn2-c2ccccc2)c1=O)OCc1ccccc1	6	-181	0.1	-115	-12	-1	-8	1	-0.9	-46	-93
COc1ccc(NC(=S)Nc2ccc(C)c(Cl)c2)cc1OC	8	-16	0.0	-52	-33	11	-19	1	-1.0	11	4
CCOC(=O)CSC1=C(C#N)C(c2ccccc2)C(C(C)=O)=C(C)N1 (centres undefined)	6	5	-0.2	-41	-2	-6	10	-1	-0.6	0	29
CCOc1cc(Cl)c(NC(=O)c2ccco2)cc1OCC	-13	-8	-0.3	-7	21	5	-4	-2	6.4	1	-3
O=C(Nc1ccc(F)cc1)Nc1ccccc1F	-13	-301	0.8	-262	-15	1	-94	3	-1.5	-57	3
CCOC(=O)[C@]12CCC=C1N(Cc1cccc3ccccc13)C(=O)[C@H](CC(=O)N1CCN(C(=O)C3CC3)CC1)C2	x	x	-0.2	2	2	x	-11	x	-1.3	x	x
COCCCNc1ccn2nc(-c3cccc(OCc4ccccc4)c3)cc2n1	0	-60	-0.1	-142	47	-10	-35	x	-2.3	x	-14
COC(=O)c1c(NC(=O)C2c3ccccc3Oc3ccccc32)sc(C)c1C	0	18	0.4	10	11	-4	0	1	-3.6	2	-5
CCN(C(=O)CSc1n[nH]c(-c2ccc(OC)cc2)n1)c1c(N)n(Cc2ccccc2)c(=O)[nH]c1=O	-10	4	-0.2	11	6	-20	11	x	-1.9	3	5
CC(=O)NC(CC(=O)Nc1ccc(S(=O)(=O)NC2=NCCCCC2)cc1)c1ccccc1 (centres undefined)	2	10	0.2	3	4	10	2	1	0.7	x	-1
CCn1c(CNc2ccccc2Cl)nnc1SCC(=O)OC1CCCCC1	0	8	0.2	18	-5	4	-10	1	-0.4	7	17
Cc1ccccc1NC(=O)CN1C(=O)C2C3CC(C(Br)C3Br)C2C1=O (centres undefined)	4	-2	-0.1	9	4	-3	-22	-2	0.2	-7	4
COC(=O)c1ccc(C(=O)OC)c(NC(=O)COC(=O)C2CCC(C(C)(C)C)CC2)c1 (centres undefined)	11	1	-0.3	15	10	9	-1	3	2.3	-15	10
Cc1cc(C)cc(NCc2ccncc2)c1	-9	12	-0.2	10	-6	2	-33	-2	0.4	7	11
COc1ccccc1CC(=O)NCCN1CCCCC1	-24	11	0.1	21	-6	6	-13	-1	0.5	5	6
CCOc1ccc(CCNC(=O)COC(=O)c2ccc(OC(C)C)cc2)cc1OCC	5	34	-0.2	1	-15	2	-14	4	0.8	-5	7
CC(C)(C)OC(=O)N1CCC[C@@H]1CO	-4	-1	-0.2	0	5	-6	0	1	0.2	1	-2
CC1=C(C(=O)N(C)C)CC(CC(=O)NCCc2ccccn2)C(=O)N1Cc1ccc(C(C)(C)C)cc1 (centres undefined)	-19	-16	0.1	-6	18	13	-30	x	4.4	x	4
COc1ccc(N2CCN(C(=O)COC(=O)c3ccc(CSC)o3)CC2)cc1	19	-12	-0.2	2	6	-17	-13	1	-0.2	-1	-11
CC(C)(C)C(=O)CSc1nc(N)cc(=O)[nH]1	-12	-8	-0.1	4	4	8	6	1	-0.5	6	10
Cc1nc(SCC(=O)Nc2ccccc2C(F)(F)F)c2c(=O)n(C)c(=O)n(C)c2n1	3	24	0.2	5	14	-2	21	2	1.6	12	17
COc1ccc(S(=O)(=O)N2CCOCC2)cc1NC(=O)CC1CCCC1	-13	-4	0.1	12	-18	3	1	2	17	-6	0
CSc1ccccc1NC(=O)CN(C)Cc1cccc(Cl)c1	-12	19	0.4	-2	-26	13	1	0	-0.4	-1	-28
COc1ccc(CNC(=O)Cn2nnc3ccccc3c2=O)cc1	-14	-73	-0.1	-175	-10	8	-72	2	-0.4	-42	-7
CCOc1ccccc1NC(=O)c1ccoc1C	4	0	0.3	11	-2	3	4	2	3.1	-2	0
CCCn1c(SCC(=O)N(C2CCCCC2)C2CCS(=O)(=O)C2)n[nH]c1=O (centres undefined)	-19	-7	-0.3	1	1	-1	-8	1	-0.3	7	-12
CCCN(CCC)C(=O)c1ccc2c(=O)n(Cc3ccco3)c(=S)[nH]c2c1	2	10	1.1	16	9	-3	20	1	1.8	18	4
Nc1nccc(-c2ccc(-n3cccc3)cc2)n1	2	-83	0.1	-128	-5	10	-68	1	0.1	-24	-51
CCOc1ccc(OCC)c(NC(=O)C2COc3ccccc3O2)c1 (centres undefined)	8	6	0.1	15	24	-24	-16	6	-1.6	-4	33
CC(=O)c1c(C)[nH]c(C(=O)OCC(=O)NCc2cccs2)c1C	10	-76	0.2	-124	1	-4	-26	1	-0.3	-16	-12

Compound activity: PubChem BioAssay, several laboratories
